Source: PubChem BioAssay (Sanford-Burnham Center for Chemical Genomics)
SUMO1-SIM PPI: alters human SUMO1 binding to SIM partners; P63165; SUMO1 binding to a labelled peptide, TR-FRET, 1 h; inhibition, % at 20 µM; 360,000 compounds, 0.33% hits; AID 602429; in the data active = inhibition above about 37%
DNMT1 block: inhibitors of human DNMT1; DNMT1 molecular beacon, Hinp1I cleavage, fluorescence; inhibition (reported as % activation of signal), % at 10 µM; 360,000 compounds, 0.83% hits; in the data active = inhibition above about 50%
Target sequence (P26358 504-1616 limits assumed): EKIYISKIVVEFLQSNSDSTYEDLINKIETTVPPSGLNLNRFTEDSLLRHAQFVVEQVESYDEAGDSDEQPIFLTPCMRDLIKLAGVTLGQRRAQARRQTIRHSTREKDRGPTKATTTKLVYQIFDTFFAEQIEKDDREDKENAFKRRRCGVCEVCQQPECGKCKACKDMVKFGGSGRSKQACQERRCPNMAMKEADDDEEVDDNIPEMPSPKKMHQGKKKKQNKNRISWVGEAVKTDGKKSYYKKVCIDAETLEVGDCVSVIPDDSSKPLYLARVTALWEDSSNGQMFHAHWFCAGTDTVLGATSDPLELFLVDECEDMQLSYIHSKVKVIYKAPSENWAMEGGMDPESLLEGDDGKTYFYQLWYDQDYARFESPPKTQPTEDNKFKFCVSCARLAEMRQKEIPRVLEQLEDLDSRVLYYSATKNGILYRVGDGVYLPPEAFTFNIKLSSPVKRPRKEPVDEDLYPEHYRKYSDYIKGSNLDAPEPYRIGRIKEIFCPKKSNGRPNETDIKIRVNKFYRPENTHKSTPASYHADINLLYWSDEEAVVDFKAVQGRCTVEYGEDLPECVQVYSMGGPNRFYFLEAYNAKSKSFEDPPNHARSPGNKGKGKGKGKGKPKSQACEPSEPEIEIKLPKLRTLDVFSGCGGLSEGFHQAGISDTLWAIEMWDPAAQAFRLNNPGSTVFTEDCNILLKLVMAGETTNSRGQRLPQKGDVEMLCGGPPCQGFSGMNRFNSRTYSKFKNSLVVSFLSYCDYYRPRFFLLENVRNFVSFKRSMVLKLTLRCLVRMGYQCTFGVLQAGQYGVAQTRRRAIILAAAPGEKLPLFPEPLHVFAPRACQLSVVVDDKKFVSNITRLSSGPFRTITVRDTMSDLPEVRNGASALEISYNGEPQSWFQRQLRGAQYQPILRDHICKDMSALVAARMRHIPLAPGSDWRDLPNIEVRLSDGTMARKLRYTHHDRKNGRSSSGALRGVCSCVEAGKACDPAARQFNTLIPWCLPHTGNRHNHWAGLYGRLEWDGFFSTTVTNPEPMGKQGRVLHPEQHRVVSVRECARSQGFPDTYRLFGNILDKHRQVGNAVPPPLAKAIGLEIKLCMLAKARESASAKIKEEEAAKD
Rpn11 block: inhibitors of human proteasome Rpn11. calls only at 20 µM. 360,000 compounds, 0.59% hits. human 26S proteasome, Ub4-pepOG fluorescence polarization; 20S core pre-blocked with epoxomicin. AID 588493. O00487;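 active = inhibition at 20 µM, scaled to each plate's controls, above about 33%, limit read from the data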
LMPTP block: LMPTP (human) inhibition; P24666; recombinant LMPTP-A, OMFP fluorogenic substrate, fluorescence intensity; inhibition, % at 20 µM; 360,000 compounds, 0.22% hits; AID 651560;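 active = compounds that cut the enzyme signal by at least half of the control window in the single-dose screen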;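 note: plate controls were DMSO wells with enzyme plus substrate for no effect and substrate without enzyme for full effect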
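Test system – LMPTP-A enzyme · Amount – LMPTP-A at 0.625 nM final in the reaction · Buffer or medium – Bis-Tris pH 6.0, DTT, detergent · Reagent – OMFP 400 µM · Doses – single 20 µM dose · Schedule – reaction 50 min, room temperature, dark · Detection – fluorescence intensity of OMFP turnover product · Evaluation – percent inhibition versus substrate-only and uninhibited controls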
SKN-1 inh: blocks SKN-1 activity in C. elegans; C. elegans VP596 Pgst-4::GFP/RFP ratio, acrylamide-induced, 24 h; inhibition, % at 21.8 µM; 360,000 compounds, 0.49% hits;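 active = interference check ratio from 0.5 to 1.5 plus GFP to RFP signal ratio inhibition reaching or exceeding a fixed threshold, cut at about 30% in these data, passing the limit was not always enough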; note: some compounds called inactive have numbers as strong as hits
NRP1-CendR mod: alters CendR peptide binding to human NRP-1. FAM-RPARPAR peptide binding to NRP-1, fluorescence polarization. inhibition, % at 25 µM. 360,000 compounds, 0.85% hits. AID 602438;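 active = inhibition or corrected inhibition above about 18%, plus a signal ratio from 0.5 to 1.5, limit read from the data, passing the limit was not always enough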; note: strong numbers were not always called active
MT1-MMP act inh: MT1-MMP (human) activation inhibition; P50281; HT1080 RFP-PRO-GFP cells, GFP/RFP ratio fluorescence, overnight; percent of plate control window, DMSO zero; GFP/RFP ratio change, % at 20 µM; 360,000 compounds, 0.061% hits; AID 651647;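 active = GFP/RFP ratio change of at least 30% with cell ATP level not reduced by more than half and red fluorescence within 50% of control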; note: strong numbers were not always called active
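Assay system – RFP-PRO-GFP reporter HT1080 cells · Compound dosing – single dose of 20 µM compound, 1% DMSO final · Incubation – overnight compound exposure at 37 °C · Measure – GFP/RFP fluorescence ratio · Benchmarks – DMSO wells and RFP-L50D-GFP cells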
Scp-1 inhibitor: inhibitors of human Scp-1 phosphatase. 340,000 compounds, 0.88% hits. inhibition, % at 20 µM. Q9GZU7. Recombinant Scp1, phosphopeptide, malachite green phosphate absorbance;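 active = inhibition above about 50% at 20 µM, limit read from the data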;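 note: plate controls were DMSO wells with enzyme for no effect and wells lacking enzyme for full effect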
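Test system – truncated SCP-1 phosphatase (76-261aa) · Reagent – Phosphorylated 17-residue peptide substrate · Incubation – 45 min room-temperature reaction, 5 min colour, 30 min stabiliser · Detection – colorimetric phosphate reagent with accelerator and stabiliser, absorbance at 630 nm · Measure – % inhibition at 20 µM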
NadD block: blocks S. aureus nicotinate mononucleotide adenylyltransferase; 360,000 compounds, 0.78% hits; inhibition, % at 20 µM; purified NadD enzyme, colorimetric absorbance read-out; in the data active = inhibition above about 26%; note: some compounds past the cut are filed as inactive
STEP block: blocks human striatal-enriched tyrosine phosphatase; recombinant STEP, OMFP fluorogenic substrate, fluorescence; inhibition, % at 20 µM; 360,000 compounds, 0.25% hits; AID 588621;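 active = inhibition at 20 µM, scaled per plate between control wells, above about 37%, limit read from the data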;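 note: 0% = DMSO with enzyme and substrate and 100% = substrate only without enzyme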
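Material: STEP (striatal-enriched tyrosine phosphatase) enzyme, cell-free; Compound dosing: 20 µM single dose in 1% DMSO; Technique: fluorescence read at 480 nm ex / 540 nm em; Times: reaction 20 min, ambient temperature; Medium: 50 mM Bis-Tris pH 6.0 with 2.5 mM DTT and 0.005% Tween 20; Also added: OMFP at 25 µM.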
Active calls of the source: *; i = inactive; x = not tested or not shown.

no.	SMILES	SUMO1-SIM PPI	DNMT1 block	Rpn11 block	LMPTP block	SKN-1 inh
1	O=C([C@H]1O[C@@H](n2ccc(=O)[nH]c2=O)[C@H](O)[C@@H]1O)N1CCN(c2ccc(Cl)cn2)CC1	2	3	i	-2.4	5
2	Cn1c(Cl)cnc1C(O)c1ccccc1 (stereo not given)	-2	1	i	-0.8	-5
3	Clc1ccc2nc(-c3ccc(Br)s3)cn2c1	-4	7	i	0.9	70*
4	CNC(=O)COC(=O)c1cc(-c2ccc(OC)cc2)nc2ccccc12	-27	6	i	-1.2	-8
5	CCCCCCN1C[C@H](O)[C@@H](n2cc(-c3ccc(F)cc3)nn2)C[C@@H]1c1ccc(Cl)cc1	-2	-8	i	7.9	17
6	CCCCNC(=O)C1(C)CCN1C(=O)c1cccc(OC(C)=O)c1C (stereo not given)	-2	5	i	0.2	-4
7	Cc1ccc2nc(C(Cl)(Cl)Cl)nc(N/N=C/c3ccc([N+](=O)[O-])cc3)c2c1	1	1	i	5.0	9
8	CC(C)Oc1ccc(C(=O)NCC(=O)OCC(=O)N(C)Cc2cccs2)cc1	-5	1	i	-3.3	5
9	CC1Cc2ccccc2N1C(=O)CN1C(=O)CN(C)C(=O)c2ccccc21 (stereo not given)	0	1	i	-2.8	4
10	Cc1nonc1CC(=O)NC1CC(C)(C)Cc2c1cnn2-c1ccc(F)cc1 (stereo not given)	4	1	i	0.1	-13
11	COc1ccc(-c2ccc(C#N)c(OC)n2)cc1	-1	5	i	3.2	9
12	COc1cc(C#N)c(N=C(SCC#N)N2CCOCC2)cc1OC	1	4	i	1.9	-11

no.	NRP1-CendR mod	MT1-MMP act inh	Scp-1 inhibitor	NadD block	STEP block
1	-6	3	x	1	0
2	-4	0	-12	0	0
3	-3	8	-5	1	-1
4	11	1	-9	-4	-1
5	-1	1	x	7	1
6	-10	0	x	4	0
7	-10	-48	-4	24	0
8	6	1	-7	-3	0
9	10	-1	-7	-5	-4
10	10	-2	-8	-1	-2
11	-6	6	-8	-4	0
12	-1	2	-4	-6	2

The listing continues:
no.	SMILES	SUMO1-SIM PPI	DNMT1 block	Rpn11 block	LMPTP block	SKN-1 inh
13	CCOC(=O)N1CCN(S(=O)(=O)c2ccc(C(=O)Nc3ccc(F)cc3F)cc2)CC1	2	0	i	0.5	1
14	COCCn1c(C)cc(C(=O)COC(=O)c2ccc3ncsc3c2)c1C	3	-4	i	-0.9	13
15	CC(=O)N1CCN(S(=O)(=O)c2cccc(C(=O)NC3CCCC3)c2)CC1	0	2	i	-1.2	5
16	O=C(c1ccc(C(=O)N2CCOCC2)nc1)N1CCOCC1	-2	1	i	-1.6	9
17	CN(Cc1cnn(C)c1)C(=O)c1cc(COc2c(F)cccc2F)on1	-1	2	i	-0.6	-19
18	C[C@H](CO)N1C[C@H](C)[C@@H](CN(C)S(=O)(=O)c2cn(C)cn2)Oc2c(NS(=O)(=O)c3cccs3)cccc2C1=O	5	9	i	-2.4	14
19	O=C(Nc1ccc(F)c(F)c1)C1CCCN(S(=O)(=O)c2cccc3nonc23)C1 (stereo not given)	-4	-1	i	1.0	-15
20	CCOC(=O)c1c(C)nc(C)c2c(=O)oc3ccccc3c12	4	0	i	-0.4	-6
21	COc1ccc(OC)c(C(=O)COC(=O)CN2C(=O)NC3(CCCCC3C)C2=O)c1 (stereo not given)	-2	0	i	-1.6	2
22	CCn1c(CCNC(=O)c2cccs2)nnc1SCC(=O)Nc1nc(-c2ccccc2)cs1	5	-6	i	1.1	6
23	CCOC(=O)c1cc2occc2n1CCCN1C(=O)c2ccccc2C1=O	-1	-4	i	1.6	6
24	NC(=O)C1CCN(C(=S)NC2CC3C=CC2C3)CC1 (stereo not given)	7	2	i	-1.9	5

no.	NRP1-CendR mod	MT1-MMP act inh	Scp-1 inhibitor	NadD block	STEP block
13	-3	-13	-10	-5	1
14	-3	-1	-3	-2	0
15	2	0	-2	0	1
16	3	-2	-4	-4	3
17	-3	1	-7	-1	-7
18	-6	-2	24	0	3
19	4	1	2	-2	-2
20	1	3	15	-11	3
21	17	1	-7	-3	-4
22	3	4	0	2	0
23	-6	-4	-16	-7	-3
24	-1	2	-13	-4	1

Part of the list above in order of number of heavy atoms, ascending.
no.	SMILES	SUMO1-SIM PPI	DNMT1 block	Rpn11 block	LMPTP block	SKN-1 inh
20	CCOC(=O)c1c(C)nc(C)c2c(=O)oc3ccccc3c12	4	0	i	-0.4	-6
23	CCOC(=O)c1cc2occc2n1CCCN1C(=O)c2ccccc2C1=O	-1	-4	i	1.6	6
13	CCOC(=O)N1CCN(S(=O)(=O)c2ccc(C(=O)Nc3ccc(F)cc3F)cc2)CC1	2	0	i	0.5	1

no.	NRP1-CendR mod	MT1-MMP act inh	Scp-1 inhibitor	NadD block	STEP block
20	1	3	15	-11	3
23	-6	-4	-16	-7	-3
13	-3	-13	-10	-5	1

Going on with the list:
no.	SMILES	SUMO1-SIM PPI	DNMT1 block	Rpn11 block	LMPTP block	SKN-1 inh
25	CC1C/C(=C\c2ccccc2[N+](=O)[O-])c2nc3ccccc3c(C(=O)O)c2C1 (stereo not given)	-10	-1	i	-2.4	5
26	COC(=O)C1=C(C)N(Cc2ccccc2)C(=NCc2cccc(Cl)c2)N[C@H]1c1cccc(F)c1	-32	-6	i	1.8	-7
27	CNC(=O)CSc1nc2cc(S(=O)(=O)Nc3ccccc3OC)ccc2o1	5	1	i	-0.8	17
28	COc1ccc(N2CCN(C(=O)c3ccc4ccccc4n3)CC2)cc1	-2	1	i	0.7	4
29	COc1ccc(-n2c(C)cc(/C=C(\C#N)C(=O)NCc3ccco3)c2C)cc1	-2	6	i	-1.2	9
30	COc1cccc(NC(=S)N2CCCN(Cc3ccc(F)cc3)C2)c1	-5	3	i	-2.2	-5
31	Nc1ccccc1SCC(=O)Nc1nc(-c2ccccc2)cs1	-1	-1	i	1.4	7
32	CCOC(=O)C1=CCN(S(=O)(=O)c2cccc(Cl)c2)C1c1ccc(Br)cc1 (stereo not given)	4	-18	i	1.5	8
33	OC(c1ccc(F)c(F)c1)c1ncc(-c2ccc(F)cc2)[nH]1 (stereo not given)	2	-1	i	-0.9	5
34	CC1(c2ccccc2)NC(=O)N(CC(=O)N2CCOCC2)C1=O (stereo not given)	-3	4	i	-0.2	-40
35	CC12CN(C(=O)c3ccco3)CC(c3ccccc3)(CN(C(=O)c3ccco3)C1)C2=O	-3	3	i	-0.7	-8
36	CC(C)c1nc(CNC(=O)CC2C(=O)NCCN2Cc2ccc(F)cc2Cl)cs1 (stereo not given)	-2	-6	i	-3.4	3

no.	NRP1-CendR mod	MT1-MMP act inh	Scp-1 inhibitor	NadD block	STEP block
25	11	-3	-5	-3	-3
26	-6	-10	2	4	3
27	-1	-1	-5	2	0
28	11	1	-5	2	0
29	0	5	-2	-5	-1
30	9	-2	6	-1	8
31	7	-1	-2	1	-1
32	10	3	x	0	0
33	-9	3	x	-4	0
34	-3	-2	2	-5	2
35	-26	-1	-5	2	0
36	-8	-4	-8	3	-1

New compounds follow
no.	SMILES	SUMO1-SIM PPI	DNMT1 block	Rpn11 block	LMPTP block	SKN-1 inh
37	CCc1nc2cc(CC(=O)O)ccc2o1	2	3	i	-0.8	8
38	CC(C)(C)OC(=O)C[C@H]1C/C=C\C[C@@H](CC(=O)NCCO)C(=O)N[C@H](C(C)(C)C)COC1=O	8	2	i	-1.8	-5
39	Nc1nonc1-n1nnc(C(=O)N/N=C/c2ccccc2Cl)c1-c1ccc2c(c1)OCO2	1	8	i	3.3	-11
40	O=C(CSc1nc(=O)n(CCN2CCOCC2)c2c1CCCC2)Nc1cccc([N+](=O)[O-])c1	-27	-3	i	-0.5	16
41	CC(C)C[C@H]1CN([C@@H](CC(C)C)CN2CCCC2CN2C(=S)NC[C@@H]2Cc2ccc(O)cc2)C(=S)N1CC1CCCCCC1 (stereo not given in full)	1	-1	i	1.7	-7
42	Cc1ccc(S(=O)(=O)N2CCOCC2)cc1NC(=O)c1ccc(F)cc1F	0	2	i	0.3	17
43	C=CCN1C=C2C(=O)C(C)(OC(=O)C3CCCC3)C(=O)C(c3ccccc3)=C2C=C1CCCC(=O)OC (stereo not given)	-14	-8	i	1.4	13
44	O=C(COc1cccc2c1CCNC2=O)Nc1cccc(F)c1	13	1	i	-0.9	-2
45	COc1cc(NC(=O)C2CC3CCC2C3)c(OC)cc1Cl (stereo not given)	-1	7	i	-0.3	-6
46	Cc1noc(COc2ccccc2OCC(N)=O)c1Cl	3	1	i	-1.0	5
47	Cc1ccc(S(=O)(=O)N2[C@@H](c3ccccc3)C(C(=O)O)=CC[C@H]2c2ccc(C(C)C)cc2)cc1	13	2	i	0.9	2
48	COCCNC(=O)C1CC(=O)N(c2ccc(OC)cc2)C1c1ccc(OC)cc1 (stereo not given)	3	1	i	-2.2	-9
49	CCCCNCc1cc(OCC)c(OCC)cc1Br	4	-3	i	0.4	5
50	COC(=O)c1cn(C)c2ccc(S(=O)(=O)N3CC(C)CC(C)C3)cc2c1=O (stereo not given)	4	1	i	0.0	0
51	Cc1cc(C)n(CC(=O)NN)n1	4	-6	i	-1.1	3

no.	NRP1-CendR mod	MT1-MMP act inh	Scp-1 inhibitor	NadD block	STEP block
37	5	2	-2	-2	0
38	-5	0	-17	-4	-2
39	2	-5	1	16	-2
40	5	-1	-1	5	2
41	-17	-10	24	27	2
42	-5	-2	-4	2	4
43	25	-10	-3	13	2
44	2	4	-1	-4	-3
45	3	6	-10	-3	0
46	-2	10	3	4	0
47	-18	2	-17	10	-2
48	5	-2	-6	-6	0
49	3	2	-3	-7	-1
50	12	-5	-2	1	1
51	3	1	-11	-5	-3

Part of the list above, reduced to Scp-1 inhibitor, DNMT1 block and LMPTP block:
entry	compound	Scp-1 inhibitor	DNMT1 block	LMPTP block
49	CCCCNCc1cc(OCC)c(OCC)cc1Br	-3	-3	0.4
50	COC(=O)c1cn(C)c2ccc(S(=O)(=O)N3CC(C)CC(C)C3)cc2c1=O (stereo not given)	-2	1	0.0
51	Cc1cc(C)n(CC(=O)NN)n1	-11	-6	-1.1
